# aDG glyco up: increases alpha dystroglycan glycosylation; Pro5-aDG cells, alpha-DG glycosylation AlphaScreen (IIH6); 0% Pro5, 100% B10-LARGE cell signal; activation, % at 10 µM; 360,000 compounds, 0.22% hits; AID 624168;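 active = activation of at least 8% versus controls, or a plate z-score of at least 8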;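 note: Pro5 are CHO cells carrying HIG-tagged alpha-DG that lacks glycosylation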
# NR2E3 ag-1: activates human NR2E3 receptor | AID 602229 | CHO-S Gal4-NCOR/VP16-NR2E3 two-hybrid, luciferase | inhibition of corepressor binding, % at 3.98 µM | 360,000 compounds, 0.35% hits;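 active = inhibition above the mean of all tested compounds plus 3 SD, cut at about 70% in these data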;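 note: 0% = DMSO with NR2E3 transfected cells and 100% = cells lacking NR2E3 construct; higher means lower luciferase signal from less NR2E3 corepressor binding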
# Target sequence (Q9Y5X4 whole entry, looked up, the tested form may be a part): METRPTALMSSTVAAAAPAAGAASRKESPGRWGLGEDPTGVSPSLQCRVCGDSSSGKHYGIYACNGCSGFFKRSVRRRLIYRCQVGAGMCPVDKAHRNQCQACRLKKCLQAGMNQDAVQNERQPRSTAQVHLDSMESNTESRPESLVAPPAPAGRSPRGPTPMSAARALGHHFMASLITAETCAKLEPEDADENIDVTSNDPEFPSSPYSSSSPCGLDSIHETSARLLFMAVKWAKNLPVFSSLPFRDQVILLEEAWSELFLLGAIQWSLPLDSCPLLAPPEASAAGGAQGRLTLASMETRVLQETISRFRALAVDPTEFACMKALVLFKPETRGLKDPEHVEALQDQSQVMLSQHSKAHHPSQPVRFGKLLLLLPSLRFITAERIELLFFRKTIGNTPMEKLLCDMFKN
# iPSC survival up: enhancers of human iPSC single-cell survival; hiPSC single-cell survival, ATPlite luminescence; 100% = ROCK inhibitor wells, 0% = DMSO; survival enhancement, % at 20 µM; 360,000 compounds, 0.044% hits; in the data active = survival enhancement above about 18%;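 note: cells exposed to compounds for 16 hours before the ATP read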
# HIF-2a inh: blocks HIF-2a reporter activity; 786-0 RCC cells HIF-2a reporter, luciferase luminescence, overnight; inhibition, % at 18.8 µM; 360,000 compounds, 0.72% hits; AID 624352;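 active = inhibition of the luminescence signal of 40% or more relative to plate controls, in a single-dose primary screen at 18.75 µM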
# PDI inh: blocks human protein disulfide isomerase activity | AID 588391 | inhibition, % at 10 µM | P07237 | PDI insulin aggregation turbidity, A650, 90 min | 350,000 compounds, 0.052% hits;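 active = mean inhibition across replicates of 30% or more, whatever share of single replicates reach that level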;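 note: absorbance from insulin aggregation driven by PDI reduction with DTT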
# Target sequence (P07237 whole entry, looked up): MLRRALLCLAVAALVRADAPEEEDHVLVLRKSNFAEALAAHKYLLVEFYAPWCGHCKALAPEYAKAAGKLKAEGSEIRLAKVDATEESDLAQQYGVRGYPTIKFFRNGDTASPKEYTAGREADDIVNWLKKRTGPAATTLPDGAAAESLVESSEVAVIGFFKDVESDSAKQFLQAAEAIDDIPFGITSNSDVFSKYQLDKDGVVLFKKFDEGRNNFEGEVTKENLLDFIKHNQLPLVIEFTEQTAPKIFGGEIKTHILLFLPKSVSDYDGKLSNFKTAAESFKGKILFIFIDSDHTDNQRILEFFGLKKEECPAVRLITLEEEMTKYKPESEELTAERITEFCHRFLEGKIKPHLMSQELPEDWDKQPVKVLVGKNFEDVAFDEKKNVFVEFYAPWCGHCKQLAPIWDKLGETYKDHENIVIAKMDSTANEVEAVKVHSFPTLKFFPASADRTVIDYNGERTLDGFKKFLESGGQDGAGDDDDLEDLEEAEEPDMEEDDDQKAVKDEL
# Peg3 prom inh: reduces Peg3 promoter-driven luciferase expression in HeLa | HeLa PEG-Prom luciferase reporter, luminescence, overnight | inhibition, % at 20 µM | 360,000 compounds, 1.7% hits | AID 588405;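 active = inhibition of at least 50% at 20 µM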
# Vif imaging: inhibitors of HIV Vif; HEK293T cells, Vif self-association by quenched fluorescence, imaging, 24 h; inhibition, % at 7.49 µM; 340,000 compounds, 0.35% hits; AID 602346; in the data active = inhibition above about 50%, passing the limit was not always enough; note: some results filed as inactive read as strong as hits
# Exocytosis inh: lytic granule exocytosis inhibition. TALL-104 LAMP-1 surface exposure, flow cytometry; cells stimulated with thapsigargin and PMA. inhibition, % at 10 µM. 360,000 compounds, 0.66% hits;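 active = inhibition above about 55%, limit read from the data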
# TRPM1 prom inh: inhibitors of MITF-driven TRPM1 promoter in melanoma cells; SK-MEL-5 TRPM1 promoter luciferase, 24 h; 330,000 compounds, 0.83% hits; inhibition, % at 12.5 µM; AID 488899;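 active = mean inhibition across replicates of 60% or more, whatever share of single replicates reaches that level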; note: values of inactives mirror those of a sister screen read the other way
# CaV13 ICDI inh: Disruptors of the CACNA1D IQ motif to Ca2+-dependent inactivation inhibitor domain association, primary screening, Förster resonance energy transfer in intact living …; 340,000 compounds, 0.098% hits; inhibition, % at 12.3 µM; HEK cells, CFP/YFP FRET ICDI-IQ, plate reader, 10 min; percent FRET-ratio fall versus neutral wells; AID 743397;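 active = mean replicate inhibition of at least 30% and at least 1% of replicates passing that level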;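 note: 0% = median of the neutral control wells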
# NR2E3 ag-2: agonists of human nuclear receptor NR2E3. Q9Y5X4. GST-NR2E3/biotin-RetCOR TR-FRET, 1536-well. inhibition of corepressor binding, % at 4.78 µM. 320,000 compounds, 0.12% hits. AID 2300;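 active = percent inhibition above the cutoff of mean plus 3 SD of all tested compounds, set per screening campaign, cut at about 20% in these data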;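 note: 0% = DMSO wells and 100% = biotin wells as full block of FRET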
#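 System: GST-NR2E3 and biotin-RetCOR proteins; probe or stimulus: 7 nM biotin-RetCOR; doses: compound at 4.8 µM, single dose; schedule: Compound–protein incubation for 5 h at 4 °C; detection: time-resolved FRET; read-out: percent inhibition; controls: biotin wells as high control, 0.6% DMSO wells as low control; format: 1536-well plates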
# Numbers without * were called inactive; x = no result given. An unsorted share of the library; overall some 3.5% were active at least once.
SMILES,aDG glyco up,NR2E3 ag-1,iPSC survival up,HIF-2a inh,PDI inh,Peg3 prom inh,Vif imaging,Exocytosis inh,TRPM1 prom inh,CaV13 ICDI inh,NR2E3 ag-2
COc1ccccc1-c1cc(C(F)(F)F)nc(N2CCCCC2)n1,-0.1,-16,1.2,5,-1,3,3,2,2,-9,4
O=C1c2ccccc2C(=O)N1CCc1nc2ccccc2c(=O)n1CCCn1ccnc1,-0.5,18,3.3,9,-15,-6,-2,1,11,-1,3
CN(C)CCCN(C(=O)c1ccc(S(=O)(=O)N2CCCCCC2)cc1)c1nc2c(F)cc(F)cc2s1,0.5,-13,-0.6,-22,-7,-21,x,9,-5,-3,1
CC(C)(C)c1cc(-c2nc(N)nc(N)n2)cc(C(C)(C)C)c1,0.2,-26,0.1,26,2,3,4,2,-2,9,-2
O=C(CNS(=O)(=O)c1ccc(Br)s1)N1CCC(N2CCCCC2)CC1,0.2,-6,15,11,2,0,9,-4,-5,0,4
O=c1cc(NCc2ccccc2)c2ccccc2o1,0.1,-18,-2.0,15,-8,6,1,0,25,-5,3
CCOC(=O)c1sc(=S)n(C)c1NC(=O)c1ccc(C(C)(C)C)cc1,0.1,8,1.6,3,-5,32,-3,23,-8,-2,2
COc1ccc(/C(O)=C2/C(=O)C(=O)N(Cc3ccco3)C2c2cccs2)cc1 (stereo not given),0.1,-44,0.4,-128,2,-116,9,2,3,-6,15
CCOc1ccc(S(=O)(=O)N2CCN=C2c2ccccc2)c(C)c1C,0.2,-9,0.4,6,3,29,-12,-23,-5,x,-2
O=C(NCc1ccc(F)cc1)N1[C@H]2CC[C@@H]1C=C(c1ccc(F)cc1OCc1ccccc1)C2,0.1,6,1.3,-2,6,12,-4,0,x,-3,x
COc1ccc(-c2cc3c(=O)n(CC(=O)NCCCN4CCC(N5CCCCC5)CC4)nc(C)n3n2)cc1,-0.1,-1,-0.5,1,-6,6,-3,-1,72*,-7,-2
O=S(=O)(c1ccccc1)N1CCN(C(=S)NCCc2ccccc2)CC1,0.4,14,-0.5,-5,6,15,4,-2,6,-5,5
CC1=C(C(=O)OC(C)C)[C@@H](c2ccc(C)o2)NC(=O)N1,-0.2,-6,-1.2,15,1,18,2,6,0,-11,1
O=C1CC(NC23CC4CC(CC(C4)C2)C3)C(=O)N1c1ccc2c(c1)OCO2 (stereo not given),-0.1,-16,6.6,-29,-7,-28,-1,2,-20,-4,2
COc1ccc(C=C2OC(=O)C(C(C)=O)=C2O)cc1,0.9,-39,-5.2,-77,-2,-90,-5,-1,x,-5,x
N=c1ccccn1CC(O)COc1ccccc1 (stereo not given),0.1,-3,-2.5,-5,-9,0,3,-3,-2,-6,1
C[C@H](CO)N1C[C@H](C)[C@@H](CN(C)S(C)(=O)=O)Oc2c(NC(=O)C3CC3)cccc2C1=O,0.2,-16,-1.8,8,2,-6,1,-1,13,-9,x
CCCCNc1nc(CC)c2c(c1C#N)CCCC2,0.3,-30,2.6,-3,0,13,1,1,10,x,3
O=C(NCCc1c[nH]c2ccccc12)OCCSS(=O)(=O)O,0.7,-11,-2.6,3,7,10,-6,-2,-2,2,2
COc1ccc(/C=C2/N=C3CCCCCN3C2=O)cc1,-0.1,-15,0.0,-35,-1,7,-1,-4,-15,-4,-3
O=C1Nc2cc(C(=O)NCC3CCCO3)ccc2S/C1=C/c1ccccc1F (stereo not given),0.0,10,-0.5,-19,11,-3,-7,-1,-1,-8,-3
O=C1c2cccc3cccc(c23)C(=O)N1Nc1ccccc1,0.1,-35,-0.3,12,11,14,-2,-5,-10,2,2
Clc1cccc(-c2nc(-c3ccc(-c4nn[nH]n4)cc3)no2)c1,0.1,-49,-1.3,-330,-8,-271,-2,-4,-40,-4,5
CCOCCN1CCN(c2c(C)c(C)nc3cc(-c4cc(OC)cc(OC)c4)nn23)CC1,-0.3,-28,-1.0,-31,-8,13,23,30,-27,-9,1
Cc1cccc(N(Cc2cc3ccc(C)cc3[nH]c2=O)S(=O)(=O)c2ccccc2)c1,0.2,-17,-0.6,1,-12,4,-5,2,14,-3,1
CC(=O)Nc1ccc(Cl)c(-c2nc3ncccc3o2)c1,-0.1,-17,1.4,-15,-2,9,24,0,-2,-19,1
COc1ccc(/C=C/C(=O)c2ccc(O)cc2)cc1COc1ccc(F)cc1,0.4,15,-1.7,22,14,-25,7,11,-5,-8,-2
NC(=S)Nc1cccc(Cl)c1,0.0,7,0.2,18,2,3,-4,3,3,-3,0
CCCNC(=O)c1ccc(N2CCC3(CC2)CC(c2cccc(Br)c2)=NO3)c(NC(=O)c2cccc(C)c2)c1,0.0,-11,-0.9,-8,17,-8,-9,-5,-3,-5,0
O=C(Nc1ccc2c(c1)OCO2)c1cc(Cl)ccn1,-0.1,-95,0.1,-275,-1,-292,0,-6,-57,-2,2
CN(Cc1ccccc1)C(=O)c1ccccc1NC(=O)C1=CSCCO1,0.0,3,-0.5,2,-6,12,-9,-1,-4,-7,-3
CCC(C)[C@H]1COCCS(=O)(=O)N1Cc1ccccc1 (stereo not given in full),-0.3,5,1.5,11,-22,0,-3,-9,-10,-5,-1
COc1ccc(Cc2nc3ccc(C(=O)N(C)CCc4cnn(C)c4)cc3o2)cc1OC,0.5,-4,0.3,-7,2,-5,x,-1,2,-6,x
COc1cc(NC(=O)CCCl)cc(-n2cnnn2)c1,-0.3,2,2.0,15,0,-1,-11,0,-4,-4,3
Cc1c(O)ccc(/C(Cc2ccc3ccccc3n2)=N\O)c1O,0.5,-78,-0.6,-165,8,-183,-15,-1,3,-4,0
COc1cccc(C(C(=O)NC2CCCCC2)N(C(=O)CNC(=O)c2ccco2)c2cccnc2)c1 (stereo not given),0.1,-12,-0.7,12,5,-6,-9,-8,10,-5,3
CN(CCCNC(=O)C1CCC(=O)N1Cc1ccccc1Cl)c1ccccc1 (stereo not given),0.2,32,4.5,7,-2,16,-8,10,12,-4,1
COc1ccccc1N=NNc1ccc(S(=O)(=O)NC(C)=O)cc1,-0.1,-7,-0.9,-56,x,-11,1,6,x,x,x
C/C(=N\NC(=O)c1ccc2c(c1)OCO2)c1ccc(NS(C)(=O)=O)cc1,0.0,-40,-0.2,-28,7,7,0,-3,-24,-2,-1
COc1ccccc1NC(=O)COC(=O)/C=C/c1ccccc1[N+](=O)[O-],-0.1,-1,-0.9,15,-3,2,4,-7,-8,-7,-1
Cc1ccc(S(=O)(=O)N2CCN(C(=O)c3cccs3)CC2)c(C)c1,0.6,6,-0.1,4,2,13,-3,-2,0,-5,0
CCCCOC(=O)CSC(=S)N(C)Cc1cccs1,0.0,-34,-0.9,-1,7,-18,-15,2,-16,-5,-4
CCn1nnc(NC(=O)c2ccc(-c3ccc(Cl)cc3)o2)n1,-0.2,-3,7.9,-188,3,-145,-1,-2,-25,-3,0
CC(C)Oc1ccc(/C=N/NC(=O)C(CSCc2ccccc2)NC(=O)c2ccc([N+](=O)[O-])cc2)cc1 (stereo not given),0.1,-17,3.6,13,2,16,-3,-1,12,x,0
O=C(CC1Nc2ccccc2NC1=O)Nc1ccc2c(c1)OCO2 (stereo not given),0.0,-66,-0.3,-198,-4,-54,12,-1,4,2,3
Cc1cc(NC(=O)CN2C(=O)NC(C)(c3ccc(Cl)cc3)C2=O)no1 (stereo not given),0.4,-1,-0.5,4,-4,4,-1,-2,-1,-16,4
O=C(CSc1nc(Cc2ccccc2)nc2ccccc12)Nc1ccc2c(c1)OCCO2,0.0,18,1.7,19,13,6,5,24,2,-7,28*
NC(=O)c1c(NC(=O)Cc2ccccc2)sc2c1CCN(Cc1ccccc1)C2,0.0,-17,4.9,-13,x,6,2,0,-6,40*,4
C[C@H]1COc2cccc(N3CCC[C@H]3CO)c2S(=O)(=O)N1,-0.1,-8,0.8,15,x,x,x,3,x,-6,x
Cn1cccc1Cc1nnc(SCC(=O)Nc2nccs2)n1C,0.0,22,0.6,5,13,3,-4,0,-20,-4,-1
CN=C(Nc1cc(C)nn1CCC#N)c1ccc(F)cc1,-0.1,-3,1.2,-2,0,3,8,5,14,-7,1
CCN(C(=O)COC(=O)c1ccc2[nH]c(C)c(C)c2c1)c1c(N)n(Cc2ccccc2)c(=O)[nH]c1=O,0.0,-23,0.3,-10,1,-8,-3,-1,-4,-6,x
CC1(c2cccc(Br)c2)NC(=O)N(CC(=O)c2ccc3c(c2)OCCO3)C1=O (stereo not given),0.1,-16,-0.3,10,2,7,-2,0,x,-5,x
CN(C)C(=C(C#N)C#N)N1CCN(c2ccc(Cl)cc2)CC1,0.7,3,-2.1,-16,2,-4,-3,-6,-10,-4,-3
CN(C)C(CNS(=O)(=O)c1cc([N+](=O)[O-])ccc1Cl)c1ccco1 (stereo not given),0.0,8,-1.2,2,3,11,6,-2,6,-5,x
CC(=O)N1CCN(c2ccc(NC(=O)c3ccccc3C)cc2)CC1,0.0,3,0.8,-2,7,7,1,-2,-13,-13,-4
CCc1nc2ccc(C(=O)N3CCN(C(=O)c4ccco4)CC3)cn2c1N(C=O)Cc1ccc(OC)cc1,0.0,13,1.6,8,-16,-4,8,-3,x,-19,x
Fc1ccccc1-n1cn[nH]c1=S,-0.4,-21,0.8,-104,0,-63,8,0,-19,-4,2
CCCn1c(=O)c(C(=O)NCc2ccccc2)c(O)c2ccccc21,0.0,-22,-0.2,22,-5,16,0,-4,-5,-3,2
CC(=O)c1ccc(N2CCN(S(=O)(=O)c3cc4c(cc3C)NC(=O)CO4)CC2)cc1,0.0,-5,-0.2,10,-3,-1,0,3,-1,-3,-9

# Going on with the list.
SMILES,aDG glyco up,NR2E3 ag-1,iPSC survival up,HIF-2a inh,PDI inh,Peg3 prom inh,Vif imaging,Exocytosis inh,TRPM1 prom inh,CaV13 ICDI inh,NR2E3 ag-2
CCc1ccc(NC(=O)c2c(Cl)nc(C)c(Cl)c2C)cc1,1.2,-27,-0.7,-35,-14,1,-10,-8,0,-9,0
CCOC(=O)c1sc(NC(=O)c2cccnc2)nc1C,0.0,-30,-2.3,-134,11,-81,11,1,x,-6,3
N#Cc1c(SCc2cccc(Cl)c2)sc(C(=O)c2ccccc2)c1N,-0.1,-3,5.0,-35,-1,-50,7,2,15,x,15
COC(=O)c1ccccc1NC(=O)COC(=O)/C=C/c1cccs1,0.4,-13,6.3,-4,6,-1,4,5,12,-9,x

# Quoted from the listing:
# Value of O=C1c2cccc3cccc(c23)C(=O)N1Nc1ccccc1 in Vif imaging: -2
# Value of CCC(C)[C@H]1COCCS(=O)(=O)N1Cc1ccccc1 (stereo not given in full) in Vif imaging: -3
# Value of Cc1cccc(N(Cc2cc3ccc(C)cc3[nH]c2=O)S(=O)(=O)c2ccccc2)c1 in NR2E3 ag-2: 1

# Screening data deposited in PubChem by several laboratories.
